Screening results from PubChem.
EBI2 block – EBI2 receptor antagonists, beta-arrestin recruitment, primary screen, cell-based, luminescence, 7a,25-OHC stimulation, uHTS; G-protein coupled receptor 183 (Homo sapiens), P32249; 7a,25-OHC stimulated; inhibition, % at 5 µM; 360,000 tested, 0.81% active; AID 651636, 2012; in the data active means inhibition above about 38%;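 further: enzyme fragment complementation signal reports receptor beta-arrestin coupling in cells; 0% = agonist plus DMSO wells and 100% = wells without agonist; some results beyond the cut were filed as inactive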
Target sequence (P32249 whole entry, looked up, the tested form may be a part): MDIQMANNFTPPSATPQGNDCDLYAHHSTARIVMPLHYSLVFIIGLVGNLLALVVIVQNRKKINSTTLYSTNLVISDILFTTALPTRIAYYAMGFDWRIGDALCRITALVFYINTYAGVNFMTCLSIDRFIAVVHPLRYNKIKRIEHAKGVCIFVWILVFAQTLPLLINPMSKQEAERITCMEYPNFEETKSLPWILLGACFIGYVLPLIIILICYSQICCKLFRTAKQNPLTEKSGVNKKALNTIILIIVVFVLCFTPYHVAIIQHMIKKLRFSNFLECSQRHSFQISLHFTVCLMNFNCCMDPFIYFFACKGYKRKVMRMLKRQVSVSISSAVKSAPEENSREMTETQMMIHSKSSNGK
CXCR6 inh – CXCR6 receptor inhibitors, primary screen, cell-based, beta-arrestin, luminescence, CHO-K1 PathHunter, 1536-well; C-X-C chemokine receptor type 6 (Homo sapiens), O00574; inhibition, % at 20 µM; 360,000 tested, 0.36% active; AID 602244, 2012; in the data active means inhibition above about 34%, passing the limit was not always enough;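 further: antagonist mode with CXCL16 agonist at 10 nM final; 0% = 10 nM CXCL16 with DMSO and 100% = unstimulated wells without agonist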
Target sequence (O00574 whole entry, looked up): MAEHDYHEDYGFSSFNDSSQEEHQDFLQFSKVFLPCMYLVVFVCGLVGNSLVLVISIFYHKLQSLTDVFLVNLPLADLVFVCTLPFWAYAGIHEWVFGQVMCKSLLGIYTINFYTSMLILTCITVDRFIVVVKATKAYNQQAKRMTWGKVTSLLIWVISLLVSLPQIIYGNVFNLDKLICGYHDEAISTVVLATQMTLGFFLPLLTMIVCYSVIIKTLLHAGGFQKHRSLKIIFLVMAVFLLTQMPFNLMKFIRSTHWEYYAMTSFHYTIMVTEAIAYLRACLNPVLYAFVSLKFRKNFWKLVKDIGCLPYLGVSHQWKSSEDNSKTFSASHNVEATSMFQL
XBP1 UPR activ – activators of adaptive XBP1 UPR arm, primary screen, cell-based, CHO-XBP1 luciferase reporter, luminescence, uHTS; IRE1-XBP1 UPR activation; percent of tunicamycin response, DMSO as zero; activation, % at 20 µM; 330,000 tested, 0.33% active;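 active means versus positive control, 20 µM dose yields 30% or more activation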;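 further: 100% = tunicamycin at 10 µg/mL and 0% = DMSO only wells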
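Material: IRE1-XBP1 luciferase reporter CHO line / Quantity: one thousand reporter cells per well / Buffer or medium: F12 with 10% serum / Compound: 20 µM single concentration, DMSO 1% / Times: 6 h treatment, 37 °C / Detection: Steady-Glo luciferase glow luminescence, 10 min after reagent addition / Benchmarks: tunicamycin high, DMSO low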
tim23-1 inh – growth inhibitors of tim23-1 mutant yeast, primary screen, luminescence, uHTS. inhibition, % at 20 µM. 330,000 tested, 1.3% active. S. cerevisiae tim23-1 growth, BacTiter-Glo luminescence, 24 h. AID 463212, 2010;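 active means growth inhibition of the mutant yeast at or above 50%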;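 further: temperature-sensitive mutant grown at 25 °C; plate controls were DMSO-treated mutant yeast for no effect and medium wells lacking yeast for full effect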
CCR6 antagonist – CCR6 receptor antagonists, primary screen, cell-based, CHO-K1, luminescence, beta-arrestin, uHTS; C-C chemokine receptor type 6 (Homo sapiens), P51684; CHO-K1 CCR6 PathHunter beta-arrestin, CCL20-stimulated; inhibition, % at 20 µM; 340,000 tested, 0.49% active; AID 493098, 2011;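 active means compounds whose inhibition of the agonist-driven luminescence signal at 20 µM reaches about 50%, limit read from the data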;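 further: cells stimulated with CCL20 at 14 nM final; plate controls were DMSO with CCL20 for no effect and DMSO without agonist for full effect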
Mdm2-MdmX inh – inhibitors of human Mdm2-MdmX association, primary screen, cell-based, luminescence, split luciferase, SaOS-2, uHTS; SaOS-2 split-luciferase Mdm2/MdmX complementation; inhibition, % at 8 µM; 330,000 tested, 3% active; AID 485346, 2010;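 active means inhibition of at least 50% at 8 µM in the primary screen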
APJ ag – agonists of human apelin receptor APJ, primary screen, CHO-K1 cells, PathHunter beta-arrestin, luminescence. P35414. 0% DMSO wells, 100% apelin. activation, % at 20 µM. 330,000 tested, 0.11% active. AID 2520, 2010;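 active means activation more than six SD over the plate average, tested at 20 µM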;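 further: 0% = DMSO alone and 100% = apelin-13 at 10 nM; some results filed as inactive read as strong as hits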
Target sequence (P35414 whole entry, looked up): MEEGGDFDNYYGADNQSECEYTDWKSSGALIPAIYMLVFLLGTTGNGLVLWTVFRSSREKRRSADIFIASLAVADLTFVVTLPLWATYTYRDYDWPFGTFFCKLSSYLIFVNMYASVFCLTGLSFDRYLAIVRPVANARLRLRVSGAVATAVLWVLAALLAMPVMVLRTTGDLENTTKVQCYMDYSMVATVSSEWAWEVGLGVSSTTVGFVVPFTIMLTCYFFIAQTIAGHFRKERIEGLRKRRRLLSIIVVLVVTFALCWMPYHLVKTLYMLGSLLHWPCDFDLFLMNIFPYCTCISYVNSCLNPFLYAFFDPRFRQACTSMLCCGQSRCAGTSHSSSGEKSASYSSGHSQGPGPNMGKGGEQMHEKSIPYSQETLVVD
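Assay system – PathHunter CHO-K1 APJ (AGTRL-1) beta-arrestin reporter cells · Compound – one dose, 20 µM compound, 1% DMSO · Timing – compound 90 min 25 °C, reagent 1 h · Measured by – luminescence from split beta-galactosidase complementation, Galacton Star/Emerald II substrate · Measure – beta-arrestin recruitment to APJ as agonist activity, luminescent signal · Benchmarks – DMSO vs Apelin-13 10 nM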
CHOP UPR activ – activators of apoptotic CHOP UPR arm, primary screen, cell-based, CHO-CHOP luciferase reporter, luminescence, uHTS. UPR activation; percent of tunicamycin response over DMSO baseline. activation, % at 10 µM. 330,000 tested, 0.34% active;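 active means at 10 µM dose, activation of 40% or more, normalized to positive control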;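 further: 100% = tunicamycin at 10 µg/mL and 0% = DMSO alone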
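Test system: CHO-CHOP cells, stable luciferase reporter of PERK-eIF2a-CHOP signalling | Quantity: 500 CHO-CHOP cells per well | Buffer or medium: F12 plus 10% serum | Compound dosing: 10 µM single point, 0.5% DMSO | Schedule: 6 h compound treatment, 37 °C | Signal: Luciferase luminescence | Control set: Tunicamycin high control, DMSO low control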
APJ antagonist – antagonists of human apelin receptor APJ, primary screen, CHO-K1 cells, beta-arrestin complementation, luminescence; inhibition, % at 20 µM; 330,000 tested, 0.32% active; AID 2521, 2010;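 active means inhibition above about 40% at 20 µM, limit read from the data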;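 further: cells challenged with 10 nM apelin-13 agonist together with compound; plate controls were apelin-13 plus DMSO wells for no effect and DMSO wells lacking apelin-13 for full effect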
Numbers without * were called inactive. An excerpt (hit frequency here may not be typical).

`CCOc1cc(CNc2ccc(CNc3ncn[nH]3)cc2)ccc1OCc1ccccc1` gave EBI2 block 6, CXCR6 inh -12, XBP1 UPR activ 0, tim23-1 inh 21, CCR6 antagonist 2, Mdm2-MdmX inh -15, APJ ag 1, CHOP UPR activ 0.0 and APJ antagonist 1.
`O=C(CSc1nc(-c2ccccc2)cc(=O)[nH]1)Nc1ccc(F)c(F)c1` gave EBI2 block 9, CXCR6 inh 4, XBP1 UPR activ -3, tim23-1 inh -11, CCR6 antagonist 5, Mdm2-MdmX inh -8, APJ ag -3, CHOP UPR activ 0.7 and APJ antagonist 17.
For [O-][n+]1onc2c3cc(-c4ccccc4)nnc3ccc21 the results were EBI2 block -6, CXCR6 inh -2, XBP1 UPR activ 3, tim23-1 inh 18, CCR6 antagonist -6, Mdm2-MdmX inh 30, APJ ag 3, CHOP UPR activ 2.3 and APJ antagonist -17.
For COc1ccc(C(=O)NCC2OCCc3ccccc32)cc1 (stereo not given) the results were EBI2 block -5, CXCR6 inh 6, XBP1 UPR activ 0, tim23-1 inh 6, CCR6 antagonist -4, Mdm2-MdmX inh 19, APJ ag 2, CHOP UPR activ 1.7 and APJ antagonist 4.
COc1cccc(C(=O)Nc2c(F)c(F)c(F)c(F)c2F)c1 was read as EBI2 block -9, CXCR6 inh -4, XBP1 UPR activ 3, tim23-1 inh 22, CCR6 antagonist 1, Mdm2-MdmX inh -1, APJ ag -2, CHOP UPR activ -1.7 and APJ antagonist -4.
`O=C(NS(=O)(=O)c1ccccc1)c1ccccc1F` gave EBI2 block -2, CXCR6 inh 7, XBP1 UPR activ -4, tim23-1 inh -2, CCR6 antagonist -29, Mdm2-MdmX inh 6, APJ ag -2, CHOP UPR activ 0.2 and APJ antagonist 21.
For O=C1CCC(=O)N1c1ccccc1 the results were EBI2 block 7, CXCR6 inh -15, XBP1 UPR activ -6, tim23-1 inh 2, CCR6 antagonist -8, Mdm2-MdmX inh 2, APJ ag 0, CHOP UPR activ -2.3 and APJ antagonist -8.
O=C(O)CNc1ncccc1[N+](=O)[O-] was read as EBI2 block -2, CXCR6 inh 2, XBP1 UPR activ 0, tim23-1 inh 14, CCR6 antagonist -4, Mdm2-MdmX inh -5, APJ ag 1, CHOP UPR activ -1.7 and APJ antagonist 7.
`Cc1ccc(S(=O)(=O)NC(=O)NCCCN2CCOCC2)cc1` gave EBI2 block -4, CXCR6 inh 2, XBP1 UPR activ 4, tim23-1 inh 2, CCR6 antagonist 4, Mdm2-MdmX inh -19, APJ ag 0, CHOP UPR activ 1.3 and APJ antagonist 8.
For CCC(=O)c1ccc(OCC(=O)N(Cc2nnc(-c3ccccc3Cl)o2)C2CC2)cc1 the results were EBI2 block -5, CXCR6 inh -15, XBP1 UPR activ -3, tim23-1 inh 23, CCR6 antagonist 10, Mdm2-MdmX inh -13, APJ ag -6, CHOP UPR activ 0.9 and APJ antagonist -1.
For O=C(O)c1ccc(Cl)c(S(=O)(=O)NCc2cccnc2)c1 the results were EBI2 block -9, CXCR6 inh 3, XBP1 UPR activ 1, tim23-1 inh 0, CCR6 antagonist -11, Mdm2-MdmX inh 17, APJ ag 1, CHOP UPR activ 0.8 and APJ antagonist 11.
`C#CCOCCOCCOCCNc1nc(N2CCN(C(=O)CCCCCCCCCCNC(=O)[C@@H](CCC(=O)O)n3cc(CCCCCN)nn3)CC2)nc(N2CCN(C(=O)CCCCCCCCCCNC(=O)[C@@H](CCC(=O)O)n3cc(CCCCCN)nn3)CC2)n1` gave EBI2 block 4, CXCR6 inh -3, XBP1 UPR activ 0, tim23-1 inh 30, CCR6 antagonist 12, Mdm2-MdmX inh -9, APJ ag 9, CHOP UPR activ -0.7 and APJ antagonist 26.
`Cn1c(N)c(C(=O)CSc2nnc(NC3CCCCC3)s2)c(=O)n(C)c1=O` gave EBI2 block 1, CXCR6 inh 2, XBP1 UPR activ -1, tim23-1 inh -10, CCR6 antagonist 5, Mdm2-MdmX inh -15, APJ ag 2, CHOP UPR activ 0.8 and APJ antagonist -2.
`Cc1cccc(-n2ncc3c2CCCC3NC(=O)CC(F)(F)F)c1C` (stereo not given) gave EBI2 block -14, CXCR6 inh 1, XBP1 UPR activ 1, tim23-1 inh 1, CCR6 antagonist 4, Mdm2-MdmX inh -24, APJ ag -3, CHOP UPR activ 0.4 and APJ antagonist 6.
For COc1ccc(-c2coc3cc(O)c(OC)cc3c2=O)cc1 the results were EBI2 block 3, CXCR6 inh 1, XBP1 UPR activ 1, tim23-1 inh 8, CCR6 antagonist 6, Mdm2-MdmX inh -29, APJ ag -4, CHOP UPR activ 5.3 and APJ antagonist -5.
For CC1(C)Cc2c(C#N)c(NCCc3ccccc3)nc(-c3ccco3)c2CO1 the results were EBI2 block 20, CXCR6 inh -2, XBP1 UPR activ -7, tim23-1 inh 15, CCR6 antagonist 13, Mdm2-MdmX inh 10, APJ ag -5, CHOP UPR activ 2.8 and APJ antagonist 16.
Screening CC(C)[C@@H](C(=O)N1CCN(C(=O)OC(C)(C)C)CC1)n1cc(CCO)nn1 returned EBI2 block -10, CXCR6 inh 0, XBP1 UPR activ 1, tim23-1 inh 9, CCR6 antagonist 1, Mdm2-MdmX inh 11, APJ ag -2, CHOP UPR activ -0.6 and APJ antagonist 15.
Screening CC1=CC(C)(C)NC(=S)N1c1cccc2cc(S(=O)(=O)O)ccc12 returned EBI2 block 2, CXCR6 inh -10, XBP1 UPR activ -3, tim23-1 inh 4, CCR6 antagonist -7, Mdm2-MdmX inh -6, APJ ag -3, CHOP UPR activ 1.6 and APJ antagonist -10.
NS(=O)(=O)c1cccc(NC(=O)Cn2cc(C(F)(F)F)cc(Cl)c2=O)c1 was read as EBI2 block 3, CXCR6 inh -12, XBP1 UPR activ 0, tim23-1 inh -1, CCR6 antagonist -4, Mdm2-MdmX inh -18, APJ ag -2, CHOP UPR activ 1.3 and APJ antagonist 7.
`CS(=O)(=O)N(CC(=O)Nc1ccccc1C(=O)N1CCOCC1)c1ccc(F)c(Cl)c1` gave EBI2 block -8, CXCR6 inh -11, XBP1 UPR activ -5, tim23-1 inh -14, CCR6 antagonist 38, Mdm2-MdmX inh -1, APJ ag -3, CHOP UPR activ -0.5 and APJ antagonist 11.
Screening CCOC(=O)C1CCN(CCC(=O)Nc2ccc(F)cc2)CC1 returned EBI2 block 1, CXCR6 inh 3, XBP1 UPR activ -1, tim23-1 inh 1, CCR6 antagonist 3, Mdm2-MdmX inh 2, APJ ag -2, CHOP UPR activ 2.6 and APJ antagonist 6.
For CSCCCNC(=O)c1ccc(OC2CCN(CCc3ccccc3)CC2)cc1 the results were EBI2 block 3, CXCR6 inh 7, XBP1 UPR activ 1, tim23-1 inh 5, CCR6 antagonist 2, Mdm2-MdmX inh 19, APJ ag -4, CHOP UPR activ 2.2 and APJ antagonist -15.
Screening Cc1ccc(-c2ccc(CCC(=O)O)n2CC2CCCO2)cc1 (stereo not given) returned EBI2 block -9, CXCR6 inh -3, XBP1 UPR activ -2, tim23-1 inh 10, CCR6 antagonist 2, Mdm2-MdmX inh 3, APJ ag 3, CHOP UPR activ -0.2 and APJ antagonist -4.
Screening Cc1ccc(CCC(=O)Nc2ccc([N+](=O)[O-])cc2Cl)o1 returned EBI2 block -6, CXCR6 inh 8, XBP1 UPR activ 0, tim23-1 inh 20, CCR6 antagonist 2, Mdm2-MdmX inh -2, APJ ag -4, CHOP UPR activ 1.5 and APJ antagonist 9.
COc1cc(OC)c(NC(=O)CCc2ccccc2)cc1Cl was read as EBI2 block 12, CXCR6 inh 1, XBP1 UPR activ 2, tim23-1 inh 25, CCR6 antagonist 10, Mdm2-MdmX inh -21, APJ ag -3, CHOP UPR activ 0.6 and APJ antagonist -7.
For O=C(CSc1nccc2ccccc12)N1CCN(c2ccccn2)CC1 the results were EBI2 block 13, CXCR6 inh 1, XBP1 UPR activ 2, tim23-1 inh 31, CCR6 antagonist 1, Mdm2-MdmX inh 16, APJ ag -5, CHOP UPR activ -1.1 and APJ antagonist 17.
Screening O=C(CCl)c1ccc2[nH]c(=O)oc2c1 returned EBI2 block 2, CXCR6 inh 8, XBP1 UPR activ -3, tim23-1 inh 11, CCR6 antagonist 7, Mdm2-MdmX inh -4, APJ ag -14, CHOP UPR activ -1.4 and APJ antagonist 83*.
`Cc1ccc(OC(=O)c2cc(C)nn2C(C)(C)C)cc1` gave EBI2 block -3, CXCR6 inh 0, XBP1 UPR activ 0, tim23-1 inh 4, CCR6 antagonist 14, Mdm2-MdmX inh 18, APJ ag -1, CHOP UPR activ 2.1 and APJ antagonist 9.
For Cc1ccc(-c2nnn(CC(=O)Nc3cccc4cccnc34)n2)o1 the results were EBI2 block -9, CXCR6 inh 8, XBP1 UPR activ 1, tim23-1 inh 23, CCR6 antagonist 18, Mdm2-MdmX inh 3, APJ ag 1, CHOP UPR activ 0.7 and APJ antagonist 13.
CC1=NOC(=O)/C1=C\c1ccc(-c2ccc(Cl)c(C(=O)O)c2)o1 was read as EBI2 block -14, CXCR6 inh -2, XBP1 UPR activ -4, tim23-1 inh 16, CCR6 antagonist 0, Mdm2-MdmX inh 16, APJ ag 0, CHOP UPR activ -0.8 and APJ antagonist -5.
Screening Cc1csc(NC(=O)Cc2ccc(Cl)cc2)n1 returned EBI2 block -9, CXCR6 inh 0, XBP1 UPR activ 1, tim23-1 inh 10, CCR6 antagonist -5, Mdm2-MdmX inh 7, APJ ag -2, CHOP UPR activ 0.1 and APJ antagonist -9.
COc1cc(CC(=O)OCC(=O)NCc2cccs2)cc(OC)c1OC was read as EBI2 block 10, CXCR6 inh 1, XBP1 UPR activ -1, tim23-1 inh 5, CCR6 antagonist 7, Mdm2-MdmX inh 29, APJ ag -3, CHOP UPR activ 0.6 and APJ antagonist -1.
Screening Cc1ccc(-c2ncccc2OC(=O)C23CC4CC(CC(C4)C2)C3)cc1 returned EBI2 block -51, CXCR6 inh -2, XBP1 UPR activ -2, tim23-1 inh 21, CCR6 antagonist 18, Mdm2-MdmX inh 12, APJ ag -3, CHOP UPR activ -1.8 and APJ antagonist 13.
